Source: PubChem (National Center for Advancing Translational Sciences (NCATS))
ATXN viability: viability counter-screen for ATXN expression inhibitors | AID 651635 | Potency, µM (highest dose often 56.7 µM), usual class: cytotoxic | S2 cells (HEK-293 line with an ATXN2-luciferase reporter) viability, CellTiter-Fluor protease fluorescence, 24 h | 400,000 compounds, 0.49% hits; also: potency is read from the fitted curve at half-maximal effect; nearly all actives have a fitted effect of over 40% in size
CCT chaperon mod: cytosolic chaperonin activity modulation; purified chaperonin ATPase assay, HTRF ADP detection, 30 min; activity change, % (no concentration beside the values), hits read low; 360,000 compounds, 0.3% hits; AID 651819; in the data active = activity change below about -30%; also: % is scaled to controls: 0 for no effect and ±100 for the full control effect
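TRiC at 40 or 20 nM final (batch-dependent) in 30 mM Tris pH 7.4, 100 mM KCl, 5 mM MgCl2, 1 mM DTT, with compound at single 76 uM and 10 uM ATP, 30 min at 37 deg C. ADP detected by HTRF Transcreener, 665/615 ratio.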
HepG2 tox: kills HepG2 cells in TGF-b inhibitor counter-screen; HepG2 CAGA-GFP viability, ATP luminescence, 18 h; Potency, µM (titrated, usually from 46.1 µM), for the others: at the highest dose activity change, negative = cytotoxicity, usual class: cytotoxic; 410,000 compounds, 0.76% hits; also: potency is read from the fitted curve at half-maximal effect; some results filed as inactive show a strong effect at the top dose
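HepG2 CAGA-GFP cells (1000/well, DMEM with 1% FBS) received compound, then TGF-beta at 500 pg/mL final, and were incubated 18 hours at 37 degrees C. Viability was read by CellTiter-Glo luminescence. Media-only wells were set as complete cell-killing and DMSO as no toxicity.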
Akt phos inh: blocks phosphorylation of Akt | Neuro2A IGF-stimulated pAkt S473 HTRF, 20 min; active compounds read low | activity change, % for hits at 50 µM | 360,000 compounds, 0.32% hits; in the data active = activity change below about -80%; inconclusive = mostly about -51% to -80%; also: % is scaled to controls: 0 for no effect and ±100 for the full control effect
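Neuro2A cells (4,500/well, DMEM with 0.5% FBS) were treated with compound at a single 50 µM final concentration, stimulated with 6 nM IGF for 20 min at 37 °C, and lysed. Phospho-Akt Ser473 was read by HTRF as 665/615 ratio ×10^4.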
Nrf2 activator: activates Nrf2 signaling. AID 624171. AREc32 ARE-luciferase reporter (MCF7-derived line), luminescence, 24 h. 410,000 compounds, 0.31% hits. Potency, µM (series often up to 46.1 µM), without a hit: at the highest dose activation, hits mostly activators; also: potency is read from the fitted curve at half-maximal effect; % of control where 0% means no effect; nearly all actives have a fitted effect of over 65% in size
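ARE-driven firefly luciferase activity in AREc32 cells measured after a 24 hr compound exposure at 37 deg C, using Steady-Glo reagent and a 30 min room-temperature hold.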
Nrf2 inh: Nrf2 pathway inhibition | A549 ARE-Fluc reporter, luciferase luminescence, 18-24 h | Potency, µM (series often up to 46 µM), for inactives: at the top dose activity change, negative = inhibition, usual class: inhibitors | 360,000 compounds, 2.1% hits | AID 504444; also: potency is read from the fitted curve at half-maximal effect; % is scaled to controls: 0 for no effect and ±100 for the full control effect; nearly all actives have a fitted effect of over 60% in size
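Nrf2 activity is the BugLite luminescence, read 15 min after reagent at room temperature, following CellTiter-Fluor cytotoxicity readout (30 min, 37C). Compound titrations were applied for 18-24 h to 5000 A549 ARE_Fluc cells/well in 5% FBS OPTI-MEM.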
A549 viability: A549 cytotoxicity, counter-screen for Nrf2 inhibitors | A549 ARE-Fluc cells, CellTiter-Fluor viability, 18-24 h | Potency, µM (series often up to 46 µM), for the others: at the top dose activity change, negative = cytotoxicity, hits mostly inhibitors | 390,000 compounds, 0.16% hits | AID 504648; also: potency is read from the fitted curve at half-maximal effect; % is scaled to controls: 0 for no effect and ±100 for the full control effect
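A549 ARE_Fluc cells in 5% FBS OPTI-MEM were exposed to compounds in concentration-response for 18-24 h at 37 deg C. Viability was read by CellTiter-Fluor fluorescence (Ex 405/Em 525) after 30 min, before the luciferase read.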
Mm-Cpn inhibitor: inhibitors of Methanococcus maripaludis chaperonin (MmCpn) | purified Mm-Cpn ATPase, ADP Transcreener TR-FRET | Potency, µM (titrated, usually from 76.9 µM), inactives show at the top dose activity, negative = inhibition, most hits filed as inhibitors | 330,000 compounds, 0.031% hits; also: potency is read from the fitted curve at half-maximal effect; % is scaled to controls: 0 for no effect and ±100 for the full control effect; nearly all actives have a fitted effect of over 80% in size
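Eu-cryptate anti-ADP/ADP-d2 competition gives a ratio inversely related to ADP. Enzyme at 25 nM was pre-exposed to compound for 10 min, then given 10 uM ATP for 30 min, 37°C throughout.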
TGFb inhibitor: TGF-b pathway inhibition; HepG2 CAGA-GFP TGF-b/SMAD3 reporter, GFP fluorescence, 18 h; TGF-beta stimulated, 500 pg/mL final; Potency, µM (series often up to 46.1 µM), for inactives: at the top dose activity, negative = inhibition, hits mostly inhibitors; 410,000 compounds, 1.2% hits; also: potency is read from the fitted curve at half-maximal effect; % is scaled to controls: 0 for no effect and ±100 for the full control effect; nearly all actives have a fitted effect of over 65% in size
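First, reporter cells (HEPG2 CAGA-GFP) rested 2 h at 37 degrees C. Next, compounds were pinned in and TGF-beta added to 500 pg/mL final. After 18 h, GFP was imaged per cell and summed per well.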
Numbers without * were called inactive; i = inactive; ? = inconclusive; . = not tested or not shown; & = joins results of further samples; [ ] = another dose, or the depositor's remark. Unless noted, calls follow the shape of the dose curve; as a rule, active = well fitted curve in the direction sought with a large enough effect; inconclusive = small, poorly fitted or top-dose-only effect, or another doubt; inactive = no such curve, though single readings can be large; an effect the other way counts as inactive or inconclusive.

SMILES	ATXN viability	CCT chaperon mod	HepG2 tox	Akt phos inh	Nrf2 activator	Nrf2 inh	A549 viability	Mm-Cpn inhibitor	TGFb inhibitor
Cc1ccc2cc(C)c3nnc(SCC(=O)Nc4nc5c(s4)CCCC5)n3c2c1C	i	-1.2	-2%	i	2.1%	-3%	?	-4%	-20%
CC(=O)N(c1ccccc1)C(C(=O)c1ccccc1)c1ccccc1 (stereo unspecified)	i	-0.2	1%	i	-0.2%	-11%	-8%	.	0%
CS(=O)(=O)N(CC(=O)N1CCOCC1)c1ccccc1Br	i	0.3	10%	i	-0.2%	3%	-2%	-1%	6%
NC(=O)C1CCN(C(=O)c2ccccc2SCC(=O)NCC2CCCCC2)CC1	i	-0.1	-31%	i	?	-2%	-3%	1%	4%
Cc1cc(=O)[nH]c2ccccc12	i	1.8	2%&-13%	i	0.0%	-12%	0%	4%	5%&8%
COc1ccc(Nc2nc3ccc(Cl)cc3nc2-n2nc(C)cc2C)cc1	.	.	-3%	.	0.0%	.	9%	.	-23%
NC(=O)c1cccc(CS(=O)(=O)c2ccc(Cl)cc2)c1	i	-1.2	32%	i	-0.3%	-23%	-8%	2%	25%
CCOc1c(Cl)cc(CNCc2ccncc2)cc1OC	i	3.2	-12%	i	0.3%	?	6%	0%	3%
Cc1cc(OCC(=O)Nc2cnn(CCCC(=O)O)c2)ccc1Cl	i	1.2	-17%&1%	i	2.6%&0.0%	2%&21%	1%&-8%	3%	-24%&5%
O=[N+]([O-])c1ccccc1/C=N/n1c(C2CCCCC2)n[nH]c1=S	i	-3.2	-14%	i	2.0%	2%	-1%	5%	?
O=C(CSC1=NS(=O)(=O)c2cc(F)ccc2N1)NCc1ccccc1	i	0.5	7%	i	-0.6%	5%	-6%	-2%	15%
Clc1ccccc1/C=N/N1CCN(Cc2ccccc2)CC1	i	-2.4	-37%	i	3.6%	21%	14%	1%	?
Cc1ccc(CN2CCC(CNc3ncnc4onc(-c5ccc(F)cc5)c34)CC2)cc1	?	.	-24%	.	-0.4%	?	-19%	.	-20%
Cc1ccc(C(=O)N/N=C\C2CC=CCC2)cc1[N+](=O)[O-] (stereo unspecified)	i	-4.1	-11%	i	0.2%	3%	3%	-1%	9%
COCC(=O)N(CCc1ccccc1)Cc1cc2cc(C)ccc2nc1Cl	i	-0.3	-12%	i	-0.2%	0%	6%	-1%	-21%
CCOC(=O)c1cncc(O)c1	i	-2.8	3%	i	0.4%	-12%	3%	0%	-1%
CCCCCCc1c(C)c2c(cc(C)c3c(C)c(C)oc32)oc1=O	i	.	-12%	.	0.5%	3%	7%	.	10%
C=CCNC(=O)c1onc(CSc2ccc(Cl)cc2)c1C(=O)NCC=C	i	-2.2	-19%	i	0.6%	?	6%	1%	?
Cn1c(=O)c2c(ncn2CC(=O)Nc2nc(-c3ccc(F)c(F)c3)cs2)n(C)c1=O	i	1.5	-1%	i	0.1%	?	0%	0%	-2%
N#CC(C#N)=C(N)/C(C#N)=C/c1cc(O)c(O)c(O)c1	i	-2.7	-5%	i	1.8%	-9%	?	-18%	-1%
O=C(O)CCCCCNC(=O)OCC1c2ccccc2-c2ccccc21	?	-1.9	-26%	i	-0.7%	25%	0%	1%	1%
COc1cc(/C=N\NC(=O)CC#N)ccc1OC/C=C/c1ccccc1	i	-2.9	-33%	i	-0.1%	-10%	0%	-4%	0%
O=c1c2cnn(-c3ccccc3)c2ncn1Cc1cccnc1	i	2.0	-5%	i	-0.5%	9%	0%	-4%	5%
Cc1cccc(Cc2c(C)nc3c(C(=O)N4CCN(Cc5ccc6c(c5)OCO6)CC4)cnn3c2C)c1	i	-3.0	-34%	-83%*	2.5%	18µM*	-1%[1.84 µM]	-1%	?
COc1ccccc1NC(=O)C1=C(C)Nc2nc(SCc3ccc(Cl)cc3)nn2C1c1ccccc1Cl (stereo unspecified)	i	.	-2%	.	5.0%	0%	-1%	.	-23%

The listing continues.
SMILES	ATXN viability	CCT chaperon mod	HepG2 tox	Akt phos inh	Nrf2 activator	Nrf2 inh	A549 viability	Mm-Cpn inhibitor	TGFb inhibitor
CC(=O)N1CCN(S(=O)(=O)c2cccc(C(=O)Nc3ccccc3N3CCCCC3)c2)CC1	i	1.6	13%	i	0.3%	-20%	9%	0%	6%
CC1Cc2ccccc2N1C(=O)NC1CC(=O)N(c2ccc3c(c2)OCCO3)C1 (stereo unspecified)	i	-1.0	-12%	i	0.3%	-26%	8%	2%	10%
CCc1ccccc1Nc1nn2c(=O)c3ccc(C(=O)NCc4cccs4)cc3nc2s1	.	.	-34%	.	0.4%	.	-9%	-27%	-20%
CCC(C)NCCOCCOc1cc(C)c(Cl)c(C)c1 (stereo unspecified)	i	-3.1	-14%	i	3.9%	27%	?	-1%	-23%
C[C@@H]1CN([C@@H](C)CO)C(=O)CCCn2nncc2CO[C@H]1CN(C)C(=O)OCc1ccccc1	i	-2.6	-2%	i	0.3%	.	.	.	33%[activator]
Cc1nc(COC(=O)c2cc(O)c3ccccc3c2O)cs1	?	0.1	1%	i	12%	-16%	1%	1%	?
CN(CC(=O)Nc1ccccc1Br)C(=O)c1ccccc1OCc1ccccc1Cl	i	-0.2	-17%	i	0.3%	?	?	.	4%
Cc1ccc(-n2nc3c(c2NC(=O)C(C)C)CS(=O)(=O)C3)c(C)c1	i	-2.7	-31%	i	1.6%	1%	-2%	-7%	0%
Cc1ccc(C(=O)NCCONC(=O)c2ccc(C)cc2)cc1	i	-0.5	-6%	i	0.1%	6%	-3%	-2%	-3%
CN(C)CCCC1(O)c2ccccc2C=Cc2ccccc21	i	-1.8	-30%	i	2.0%	3%	-3%	-1%	0%
C[C@H]1COC(=O)CC/C=C\C[C@H](CC(=O)N(CCO)Cc2ccccc2)C(=O)N1	i	-0.4	-8%	i	-0.8%	3%	-3%	3%	-5%
CCc1c(C2(O)CCCCC2)[nH]c2cnccc12	i	-2.1	-26%	i	0.5%	5%	2%	-1%	-1%
CCOc1cc2c3c(c1)C1(C(=O)N3C(C)(C)C=C2C)C(C#N)=C(N)Oc2cc(O)ccc21 (stereo unspecified)	i	-1.0	-23%	i	2.1%	5%	-22%	1%	?
CC(C)(C)NC(=O)c1ccncc1	i	-1.7	15%	i	0.2%	-6%	-4%	0%	-1%
COc1cc(OC)cc(-c2c(-c3ccc(F)cc3)c3cc(-c4ccc(OC)nc4)ccc3n2C)c1	i	0.6	3%	i	-1.6%	19%	4%	-4%	-6%
CCC(=O)Nc1nnc(CSCc2ccc(F)cc2)s1	i	-3.2	1%	i	0.3%	-9%	0%	0%	-2%
Cn1c(SCC(=O)N2CCCCCC2)nc2c([nH]c3ccccc32)c1=O	i	1.3	-8%	i	0.6%	?	-3%	-1%	5%
O=C(NNS(=O)(=O)c1ccccc1)c1cnn(-c2ccccc2)c1-n1cccc1	i	-2.2	-6%	i	0.4%	-6%	-2%	-8%	6%
COc1ccc(-c2nc3scc(CCNS(=O)(=O)c4ccc(C)cc4)n3n2)cc1	.	.	4%	.	5.5%	.	-2%	.	-6%
Cc1ccc(S(=O)(=O)c2cc3cc(C(=O)Nc4ccc(C)cc4C)ccc3oc2=O)cc1	i	.	0%	.	3.8%	12%	3%	.	5%
O=c1[nH][nH]cc1C=Nc1ccc(Cl)cc1	i	3.2	13%	i	2.1%	2%	0%	-20%	-2%
NNC(=S)Nc1ccc(S(=O)(=O)N2CCOCC2)cc1	i	0.3	0%	i	0.0%	-11%	-9%	0%	5%
Cc1nn(C)c(C)c1S(=O)(=O)N1CCCC(C(=O)N2CCN(c3ccccc3)CC2)C1 (stereo unspecified)	i	-0.7	-13%	i	0.5%	-13%	11%	-1%	-8%
COc1ccc(C(C(=O)NC2CCCC2)N(C(=O)c2ccco2)c2cc3c(cc2C(C)=O)OCO3)cc1OC (stereo unspecified)	i	-0.4	-11%	i	-0.4%	-5%	0%	-4%	-5%
CCN(CC)CCN1C(=O)c2cccc3cc(N)cc(c23)C1=O	?	-16	-13%	i	-1.8%	?	?	-8%	?

Some entries already given, reduced to A549 viability, CCT chaperon mod and HepG2 tox:
SMILES,A549 viability,CCT chaperon mod,HepG2 tox
COc1ccc(C(C(=O)NC2CCCC2)N(C(=O)c2ccco2)c2cc3c(cc2C(C)=O)OCO3)cc1OC (stereo unspecified),0%,-0.4,-11%
CC(=O)N1CCN(S(=O)(=O)c2cccc(C(=O)Nc3ccccc3N3CCCCC3)c2)CC1,9%,1.6,13%

Remaining list, next part:
SMILES	ATXN viability	CCT chaperon mod	HepG2 tox	Akt phos inh	Nrf2 activator	Nrf2 inh	A549 viability	Mm-Cpn inhibitor	TGFb inhibitor
CC(C)(C)C1CCc2nc(NC(=O)Cc3ccccc3)sc2C1 (stereo unspecified)	?	.	-80%	.	-0.4%	?	-3%	.	?
COc1ccc(N2CCN(c3nc4cc(C)ccc4cc3C=O)CC2)cc1	i	-1.2	-11%	i	-1.0%	-15%	1%	-1%	-23%
O=S(=O)(c1cc(-c2nnc(-c3ccc(Br)cc3)o2)ccc1Br)N1CCCCCC1	i	2.4	-9%	i	1.2%	.	15%	?	13%
Nc1ccc(-c2nc3cc([N+](=O)[O-])ccc3o2)cc1	i	2.2	-6%	i	?	?	?	-2%	-14%
Cn1c(=O)nc2n(Cc3ccccc3)c3ccccc3cc-2c1=O	.	-1.6	-5%	i	5.7%	-4%	0%	-1%	-19%
Cc1cc(Br)ccc1OCCN1CC(C)OC(C)C1 (stereo unspecified)	i	-7.9	17%	i	-0.1%	2%	-1%	-6%	-20%
CCOc1ccc2oc(-c3ccccc3)c(C(=O)O)c2c1	i	-1.7	-1%	i	-1.6%	-24%	10%	-4%	8%
CCc1cccc(C)c1NC(=O)COC(=O)CNS(=O)(=O)/C=C/c1ccccc1	i	0.7	4%	i	0.0%	-4%	0%	-9%	-8%
